Assay outcomes (PubChem BioAssay)
FLuc inh: blocks purified firefly luciferase enzyme activity. P08659. purified P. pyralis luciferase, luminescence, biochemical. Potency, µM (doses to about 115 µM), without a hit: top-dose activity change, negative = inhibition, usual class: inhibitors. 76,000 compounds, 2.5% hits; further: potency means the concentration at half of the fitted maximal effect; nearly all actives have a fitted effect of over 65% in size
Target sequence (P08659 whole entry, looked up): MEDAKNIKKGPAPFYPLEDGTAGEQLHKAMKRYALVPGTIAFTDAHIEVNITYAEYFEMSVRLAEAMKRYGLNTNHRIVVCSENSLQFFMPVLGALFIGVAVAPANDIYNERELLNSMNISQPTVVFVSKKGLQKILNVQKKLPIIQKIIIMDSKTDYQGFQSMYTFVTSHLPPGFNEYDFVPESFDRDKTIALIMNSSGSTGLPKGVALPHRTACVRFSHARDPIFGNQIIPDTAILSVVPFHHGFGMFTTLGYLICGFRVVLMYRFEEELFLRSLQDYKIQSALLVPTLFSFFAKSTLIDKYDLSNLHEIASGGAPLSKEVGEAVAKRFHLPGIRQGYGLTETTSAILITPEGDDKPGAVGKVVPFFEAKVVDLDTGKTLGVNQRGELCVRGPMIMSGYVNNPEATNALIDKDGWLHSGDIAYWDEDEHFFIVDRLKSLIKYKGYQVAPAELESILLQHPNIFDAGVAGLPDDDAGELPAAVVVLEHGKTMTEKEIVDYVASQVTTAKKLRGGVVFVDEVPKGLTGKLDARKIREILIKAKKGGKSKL
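Luminescence read by CCD imager after adding enzyme (10nM final) to wells holding compound, titrated in qHTS. Substrates 10uM each D-luciferin and ATP; buffer 50mM Tris acetate pH 7.5, 10mM Mg acetate, Tween-20, BSA.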
3T3 cytotox: cytotoxic compounds in NIH 3T3 cells | 94,000 compounds, 4.3% hits | NIH 3T3 viability, CellTiter-Glo ATP luminescence, 48-72 h | Potency, µM (doses to about 96.7 µM), inactives show at the highest dose activity change, negative = cytotoxicity, actives largely listed as inhibitors | AID 1345082; further: potency means the concentration at half of the fitted maximal effect; nearly all actives have a fitted effect of over 55% in size
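Luminescent ATP readout (CellTiter-Glo, 10 min RT) after 48 or 72 hr compound exposure of NIH 3T3 cells seeded at 400 cells/well in 1536-well format; quantitative HTS.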
HEK293 viab: reduces viability of HEK-293 SNCA reporter cells; HEK-293-SNCA-luc viability, GF-AFC fluorescence, 24 h; Potency, µM (highest dose often 57.1 µM), for inactives: top-dose activity change, negative = cytotoxicity, hits mostly cytotoxic; 150,000 compounds, 0.12% hits; AID 1671193;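 further: potency means the concentration at half of the fitted maximal effect; 0% = DMSO-treated cells and -100% = medium-only wells without cells; nearly all actives have a fitted effect of over 30% in size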
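HEK-293-SNCA-luc cells (1500/well) plated 24 h, then exposed 24 h to a dilution series; GF-AFC added 30 min at 37C, fluorescence 405/540 nm; normalised to medium-only and DMSO wells, Hill fit.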
HEK293 tox: cytotoxic compounds in HEK 293 cells. HEK 293 viability, ATP luminescence (CellTiter-Glo), 48-72 h. 94,000 compounds, 6.6% hits. AID 1345083. Potency, µM (highest dose often 115 µM), for the others: top-dose activity change, negative = cytotoxicity, usual class: inhibitors; further: potency means the concentration at half of the fitted maximal effect; nearly all actives have a fitted effect of over 60% in size
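HEK 293 cells at 250 cells/well were exposed to compounds by pintool transfer for 48 or 72 hr at 37 degree Celsius, 5% CO2. Viability was read as ATP-coupled luminescence with CellTiter-Glo after 10 min at room temperature.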
GPT2 inh: inhibitors of human GPT2 alanine aminotransferase; Q8TD30; Recombinant GPT2, coupled pyruvate oxidase/HRP Amplex Red fluorescence; Potency, µM (titrated, usually from 57.7 µM), inactives show at the top dose activity change, negative = inhibition, most hits filed as inhibitors; 100,000 compounds, 0.25% hits; AID 1671188; further: potency means the concentration at half of the fitted maximal effect; nearly all actives have a fitted effect of over 60% in size; many of its hits are not listed in these tables
Target sequence (Q8TD30 whole entry, looked up): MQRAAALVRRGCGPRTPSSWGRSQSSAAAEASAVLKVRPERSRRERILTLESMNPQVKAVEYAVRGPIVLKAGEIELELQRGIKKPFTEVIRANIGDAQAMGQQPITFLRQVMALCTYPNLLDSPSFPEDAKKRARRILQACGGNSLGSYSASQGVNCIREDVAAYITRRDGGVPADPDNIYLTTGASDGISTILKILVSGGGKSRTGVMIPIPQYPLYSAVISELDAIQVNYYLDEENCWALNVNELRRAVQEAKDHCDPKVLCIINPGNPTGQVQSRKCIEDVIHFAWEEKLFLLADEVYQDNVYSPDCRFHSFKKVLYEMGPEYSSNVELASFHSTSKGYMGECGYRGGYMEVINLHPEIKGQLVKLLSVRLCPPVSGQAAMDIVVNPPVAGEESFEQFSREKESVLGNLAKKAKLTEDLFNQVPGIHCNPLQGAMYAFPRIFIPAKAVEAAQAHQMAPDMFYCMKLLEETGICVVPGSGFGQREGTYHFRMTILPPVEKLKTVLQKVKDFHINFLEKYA
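GPT2 10ng/uL, a-KG 250uM, L-Ala 2mM, HEPES pH7.5 + 0.0001% Tween; 30 min RT. Then Amplex mix (PO/HRP/ThPP), 30 min RT dark, fluorescence. AOA 50uM used as positive control.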
IP6K1 inh: inhibitors of human IP6K1 | 140,000 compounds, 0.81% hits | IP6K1 kinase, ADP-Glo luminescence, 2 h; active compounds read low | AID 1645851 | activity change, % (series mostly up to about 58 µM) | Q92551; in the data active means activity change below about -25%
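ADP-Glo luminescence measures ADP made by human IP6K1 during a 2 h RT reaction with ATP/IP6 (mix at 1.3 mM/130 uM); top library doses 57.5 and 19.1 uM final.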
SNCA expr inh: SNCA gene expression inhibition | HEK-293 SNCA-luciferase knock-in, luminescence, 24 h | Potency, µM (series often up to 57.2 µM), for the others: at the top dose activity change, negative = inhibition, usual class: inhibitors | 140,000 compounds, 0.17% hits | AID 1671194;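 further: potency means the concentration at half of the fitted maximal effect; plate controls were DMSO cells for no effect and cell-free wells for full effect; nearly all actives have a fitted effect of over 45% in size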
The depositor's hits bear a star; i = inactive; ? = inconclusive; . = not tested or not shown; [ ] = another dose, or the depositor's remark. Unless noted, the call rests on the fitted dose curve; in most records, active means well fitted curve in the direction sought with a large enough effect; inconclusive means small, poorly fitted or top-dose-only effect, or another doubt; inactive means no such curve, though single readings can be large; an effect the other way counts as inactive or inconclusive. Unless noted, on the % scale 0 is the no-effect control and ±100 the full control effect. Not all compounds are listed (hit frequency here may not be typical).

SMILES	FLuc inh	3T3 cytotox	HEK293 viab	HEK293 tox	GPT2 inh	IP6K1 inh	SNCA expr inh
O=C(CCc1nnn2c1CN(C(=O)Nc1ccccc1)CC2)NC1CC1	-9%	-27%	-15%	-7%	i	-12	-10%
CCC(C(=O)N1CCN(c2ccccc2)CC1)n1c(C)c2cnn(-c3ccccc3)c(=O)c2c1C (stereo not given)	.	.	-6%	.	.	-9	-1%
Cc1ccc(CN2CCC3(CC2)Cc2ccccc2NC3=O)cc1	-6%[172 µM]	-20%[138 µM]	4%[87.6 µM]	-18%[172 µM]	i	-11	?
COc1cccc(Nc2nccc3c(=O)cc(-c4ccccn4)oc23)c1	?	?	?	?	-19%[88.5 µM]	-25	?
Cn1cc(CN2CCN(Cc3cccc(F)c3)CC2)ccc1=O	5%	-13%	-16%	-1%	i	-3	-13%
OCc1nc2ccccc2n1Cc1c(F)cccc1Cl	.	.	-4%	.	.	-7	24%
COc1ccc(CCNC(=O)NCc2noc3ccccc23)c(OC)c1	.	.	7%	.	.	-13	33%[activator]
O=C(OCC(COC(=O)c1cccnc1)(COC(=O)c1cccnc1)COC(=O)c1cccnc1)c1cccnc1	.	.	6%[23.9 µM]	.	i	1	-35%[25.6 µM]
C[C@@H]1CN(Cc2nc(C(N)=O)no2)CC[C@@]1(O)C1CCOCC1	12%	1%	1%	i	-4%	5	19%
COc1ccccc1CNC(=O)c1cnn2c(C)c(Cc3ccc(F)cc3)c(C)nc12	.	.	-1%	.	.	0	15%
CS(=O)(=O)N(C1CC1)C1CCOC2(CCN(C(=O)c3ccncc3)CC2)C1 (stereo not given)	-5%	-11%	-7%	4%	i	13	30%[activator]
CN(CC(O)CO)c1ccc(C(=O)N2CCC(Oc3cccnc3)CC2)cn1 (stereo not given)	0%	-2%	-22%	-2%	-7%	7	-13%
O=C1CCN(S(=O)(=O)c2ccccc2)CCCN(C(=O)CCc2ccccc2)CCN1	3%	-13%	7%	0%	-2%	-3	2%
CCCc1noc(-c2cccn3c(CNC(=O)c4ccc(OC)cc4C)nnc23)n1	1%	-23%	0%	-17%	i	0	-10%
CCc1nc(-c2c3n(c(=O)n(CC(=O)Nc4ccc(C)c(C)c4)c2=O)CCCC3)no1	6%	3%	10%	1%	-2%	4	27%
COCCNC(=O)c1ccccc1NC(=O)c1nsc2ccccc12	.	.	2%	.	.	1	64%[activator]
COc1ccccc1CCC(=O)NC1CCN(c2cc(-c3ccccc3)[nH]n2)CC1	0%	?	8%	?	i	32	-15%
COc1ccc(-c2cccc(C(=O)N3CCN(C(=O)c4ccccc4OC)CC3)c2)nn1	.	i	.	2%	.	0	.
COc1cccc(NC(=O)Cn2cc(C(=O)c3ccc(C)cc3)c(=O)c3cc(OC)ccc32)c1	.	.	-26%	.	.	-16	?
COC(=O)N1CCn2ncc(C(=O)NCc3ccc(Cl)nc3)c2C1	.	i	?	i	i	14	?
CCN(CC)Cc1cnc2c(C(=O)NCCc3c[nH]c4ccccc34)cnn2c1	-3%	-31%	-24%	?	4%	-8	37%[activator]
O=C(NC/C=C/CN1CCN(c2cccc(Cl)c2Cl)CC1)c1ccc(-c2ccccn2)cc1	.	.	-15%	.	i	2	.
CCCCN(C)CCCNC(=O)c1ccc2nc(N3CCCCC3)sc2c1	.	.	-3%	.	.	-4	151%[activator]
CCOC(=O)C1CCCN(C(=O)c2ccc3oc(-c4ccnc(Cl)c4)nc3c2)C1 (stereo not given)	.	?	-17%[12.5 µM]	?	1%	16	36%[activator]
CCOc1ccc(Nc2c(S(=O)(=O)c3ccccc3)cnc3ccccc23)cc1	.	.	?	.	.	-8	?

Entries from the list above that contain a halogen (six):
SMILES	FLuc inh	3T3 cytotox	HEK293 viab	HEK293 tox	GPT2 inh	IP6K1 inh	SNCA expr inh
Cn1cc(CN2CCN(Cc3cccc(F)c3)CC2)ccc1=O	5%	-13%	-16%	-1%	i	-3	-13%
OCc1nc2ccccc2n1Cc1c(F)cccc1Cl	.	.	-4%	.	.	-7	24%
COc1ccccc1CNC(=O)c1cnn2c(C)c(Cc3ccc(F)cc3)c(C)nc12	.	.	-1%	.	.	0	15%
COC(=O)N1CCn2ncc(C(=O)NCc3ccc(Cl)nc3)c2C1	.	i	?	i	i	14	?
O=C(NC/C=C/CN1CCN(c2cccc(Cl)c2Cl)CC1)c1ccc(-c2ccccn2)cc1	.	.	-15%	.	i	2	.
CCOC(=O)C1CCCN(C(=O)c2ccc3oc(-c4ccnc(Cl)c4)nc3c2)C1 (stereo not given)	.	?	-17%[12.5 µM]	?	1%	16	36%[activator]

Further entries:
SMILES	FLuc inh	3T3 cytotox	HEK293 viab	HEK293 tox	GPT2 inh	IP6K1 inh	SNCA expr inh
O=C1CCN(S(=O)(=O)c2ccccc2)CCCC(c2nc(-c3cccnc3)no2)CCN1 (stereo not given)	-11%	-23%	5%	-33%	-11%	9	-7%
COc1ccc(-c2nc(CS(=O)CC(=O)NCCc3ccc(Cl)cc3)c(C)o2)cc1OC (stereo not given)	.	.	-8%	.	.	-6	-9%
COc1cccc(NC(=O)c2c(OC)cc(=O)n3c2CCCC3)c1	-9%	-9%	0%	-19%	4%	13	20%
CNC(=O)N1C[C@@H](CN(C)C)[C@H](NC(=O)c2ccccc2OC(F)(F)F)C1	9%	-1%	4%	1%	-6%	17	11%
C=CCc1ccccc1OCCSc1nc(-c2ccccc2F)nc2cc(=O)[nH]n12	.	.	-10%	.	.	17	37%[activator]
COc1ccc(NC(=O)CSc2c3c(nc4ccccc24)CCC3)c(OC)c1	.	.	-22%	.	.	0	-20%
COc1cccc(OC)c1OCCNCC1COc2ccccc2O1 (stereo not given)	.	.	6%	.	i	.	11%
Cc1ccc(-c2cc3c(=O)n(CCNC(=O)c4ccc(C)s4)ccn3n2)c(C)c1	4.5µM*	?	5%	?	i	-6	39%[activator]
O=C1CCCc2cc(S(=O)(=O)N3CCCC(C(=O)Nc4ccc(F)c(Cl)c4)C3)ccc2N1 (stereo not given)	.	.	-29%	.	.	-1	?
COc1ccc(-c2ccc3c(c2)C(=O)N2CC[C@H](NC(=O)c4cccc(F)c4)[C@H]2C(=O)N3)cc1	11µM*	?	-2%	?	2%	-14	70%[activator]
O=C1CC2(CCN(C(=O)C3CCCN3C(=O)c3ccccc3F)CC2)Oc2ccccc2N1 (stereo not given)	.	-16%	0%	-7%	2%	-6	-14%
N#Cc1ccc(C(=O)N2CCCCCCNC(=O)[C@@H]3CCC[C@@H]32)cc1	-7%	-3%	?	i	-7%	2	-25%
COc1ccc(NC(=O)c2sc3nc4c(cc3c2N)CCCCCC4)c(OC)c1	.	.	6%	.	.	-19	1%
Cc1ccc(CN(Cc2ccco2)C(=O)COc2ccc(Cl)cc2)o1	.	.	0%	.	.	20	-10%
CCCCSCCCNC(=O)C1CCC(CNS(=O)(=O)c2ccccc2)CC1 (stereo not given)	.	.	16%	.	.	-1	2%
CN(Cc1ccccc1)C(=O)[C@H]1CCC[C@H]1NC(=O)c1ccncc1	-5%	-14%	6%	-15%	i	21	-8%
COc1ccc(C(=O)N2CCC3(CC2)OC(=O)N(Cc2ccc(O)cc2)C3(C)c2ccccc2)cc1 (stereo not given)	-15%	?	-23%	?	-3%	-13	-5%
CC(C)c1ccc(NC(=O)c2cc(S(=O)(=O)NCCc3ccccc3)ccc2F)cc1	.	.	-4%	.	.	-15	?
Cc1cccc(NC(=O)c2ccc(CN3C(=O)NC4(CCOCC4)C3=O)cc2)c1	?	-4%	-1%	?	i	18	-6%
CC(C)c1ccc2c(c1)[C@H](O)CC1[C@@](C)(C(=O)O)CCC[C@]21C (stereo not given in full)	.	.	-8%	.	2%[27.3 µM]	-5	.
COc1cccc(NC(=O)N[C@H]2CCN(C(=O)CC(C)(C)C)[C@@H]2C(=O)N[C@@H](CCCNC(=O)CC(C)(C)C)C(N)=O)c1	-3%	3%	2%	1%	i	-3	7%
CCN(CC)S(=O)(=O)c1cccc(C(=O)Nc2ccccc2C(=O)Nc2ccc(Cl)cc2)c1	.	.	-4%	.	.	-1	-12%
CC1(C)S[C@@H]2[C@H](NC(=O)Cc3ccccc3)C(=O)N2[C@H]1C(=O)O (tested in a mixture with another compound)	.	.	-18%[23.9 µM]	.	-1%	32	-10%[25.6 µM]
CC(=O)N1CCC(NC2(Cc3cc(CN(C)C)on3)COC2)CC1	0%[172 µM]	2%[138 µM]	3%[87.6 µM]	4%[172 µM]	-2%[88.5 µM]	-8	10%[87.6 µM]
CC1(COc2cccnc2)COc2ccc(C(=O)NCc3cccs3)cc2N1 (stereo not given)	-16%[172 µM]	?	0%[87.6 µM]	?	-27%[88.5 µM]	1	-1%[87.6 µM]
SMILES	FLuc inh	3T3 cytotox	HEK293 viab	HEK293 tox	GPT2 inh	IP6K1 inh	SNCA expr inh
COCCn1ncc(N2CCC(NC(=O)CC3CCCC3)CC2)cc1=O	-1%	-6%	2%	-4%	1%	2	-8%
Cc1ccsc1C(=O)N1CCCC1c1noc(COc2ccc(F)cc2)n1 (stereo not given)	10%	?	5%	?	2%	-7	-9%
O=C(Nc1cccc(Br)c1)c1cc(S(=O)(=O)N2CCCCC2)c[nH]1	.	.	8%	.	.	2	-15%
COCCN1CCNc2cc(Nc3ccc(N4CCOCC4)cc3)ncc2C1	12%[172 µM]	?	6%[87.6 µM]	-27%[172 µM]	?	-17	20%[87.6 µM]
Cc1noc(-c2ccccc2OC2CCN(S(C)(=O)=O)C2)n1 (stereo not given)	12%	-19%	10%	?	3%	18	?
CCc1noc([C@@H]2CC(F)(F)CN2C(=O)Cc2cccnc2)n1	5%	i	-2%	i	i	16	3%
COc1ccccc1OCc1cc(C(=O)NC[C@H]2C[C@H]3C=C[C@H]2C32CC2)n[nH]1	?	?	0%	?	?	8	119%[activator]
CCc1ccc(NC(=O)Cn2nnc(C(=O)Nc3ccc(F)cc3)c2N)cc1	.	.	0%	.	.	23	-18%
[O-][n+]1cccc(CO)c1	.	.	-11%[23.9 µM]	.	2%	-12	1%[25.6 µM]
CC(C)N1CCN(C2CCOC3(CCN(C(=O)C4CCCCC4)CC3)C2)CC1 (stereo not given)	.	-26%	5%	-16%	-16%	12	-6%
Cc1cc(-c2ccc(C)c(S(=O)(=O)Nc3cccc(C#N)c3)c2)on1	.	.	-25%	.	.	3	-29%
COc1ccc(-c2nc3cc(C)ccc3cc2CN2CCC(N(C)C)C2)cc1 (stereo not given)	?	?	-11%	?	-5%	8	-8%
CC(C)N1C(=O)C2(CCCCC2)C1C(=O)N1CCN(c2ccccn2)CC1 (stereo not given)	-6%	2%	?	i	2%	2	-22%
Cc1ccnc(NC(=O)C2c3ccccc3C(=O)N(CC(C)C)C23CCCC3)c1 (stereo not given)	-21%	?	-19%	?	-9%	13	5%
